Tau ThT inhib: inhibitors of human tau fibril formation, thioflavin T binding; 270,000 tested, 2.1% active; P10636; recombinant tau K18 P301L (four-repeat tau fragment), heparin-induced fibrillization, ThT fluorescence; Potency, µM (doses to about 57.4 µM), for inactives: at the highest dose activity, negative = inhibition, most hits filed as inhibitors; further: on the % scale 0 is the no-effect control and ±100 the full control effect; nearly all actives have a fitted effect of over 55% in size
Target sequence (P10636 561-689 P618L limits assumed): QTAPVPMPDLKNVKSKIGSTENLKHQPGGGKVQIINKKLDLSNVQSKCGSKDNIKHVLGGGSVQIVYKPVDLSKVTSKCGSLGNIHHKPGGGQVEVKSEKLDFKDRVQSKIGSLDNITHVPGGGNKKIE
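In this qHTS, human K18 P301L tau is incubated with compound and heparin for 6 hr at 37 C, and Thioflavin T fluorescence then reports fibril load.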
JMJD2E inh: inhibitors of human JMJD2E histone demethylase; 230,000 tested, 1.6% active; Potency, µM (doses to about 57.1 µM), for the others: at the top dose activity change, negative = inhibition, most hits filed as inhibitors; B2RXH2; JMJD2E catalytic domain, FDH-coupled NADH fluorescence (FDH is formaldehyde dehydrogenase); active means well fitted inhibition curve with a large enough effect, not every such curve was filed as active; inconclusive means small, poorly fitted or top-dose-only effect, or another doubt; inactive means no such curve, though single readings can be large or run the other way;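 further: 0% = wells with enzyme and -100% = buffer wells without enzyme; nearly all actives have a fitted effect of over 50% in size; many of its hits are not listed in these tables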
Target sequence (B2RXH2 1-337 limits assumed): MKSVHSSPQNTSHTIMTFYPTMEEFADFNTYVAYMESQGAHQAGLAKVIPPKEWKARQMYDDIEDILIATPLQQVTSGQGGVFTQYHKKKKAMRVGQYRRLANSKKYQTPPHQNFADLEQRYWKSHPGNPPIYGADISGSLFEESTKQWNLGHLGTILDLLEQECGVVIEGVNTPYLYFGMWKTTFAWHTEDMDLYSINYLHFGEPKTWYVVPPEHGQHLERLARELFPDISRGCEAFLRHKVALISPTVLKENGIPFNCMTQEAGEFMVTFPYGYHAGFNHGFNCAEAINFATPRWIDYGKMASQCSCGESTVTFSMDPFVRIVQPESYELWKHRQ
ALDH1A1 block: blocks purified human ALDH1A1 activity. P00352. Purified ALDH1A1, NADH fluorescence, propionaldehyde substrate. Potency, µM (series often up to 75.3 µM), for the others: top-dose activity, negative = inhibition, most hits filed as inhibitors. 220,000 tested, 7.3% active; active means well fitted inhibition curve with a large enough effect, not every such curve was filed as active; inconclusive means small, poorly fitted or top-dose-only effect, or another doubt; inactive means no such curve, though single readings can be large or run the other way;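 further: plate controls were no enzyme wells and a reference inhibitor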
Target sequence (P00352 whole entry, looked up): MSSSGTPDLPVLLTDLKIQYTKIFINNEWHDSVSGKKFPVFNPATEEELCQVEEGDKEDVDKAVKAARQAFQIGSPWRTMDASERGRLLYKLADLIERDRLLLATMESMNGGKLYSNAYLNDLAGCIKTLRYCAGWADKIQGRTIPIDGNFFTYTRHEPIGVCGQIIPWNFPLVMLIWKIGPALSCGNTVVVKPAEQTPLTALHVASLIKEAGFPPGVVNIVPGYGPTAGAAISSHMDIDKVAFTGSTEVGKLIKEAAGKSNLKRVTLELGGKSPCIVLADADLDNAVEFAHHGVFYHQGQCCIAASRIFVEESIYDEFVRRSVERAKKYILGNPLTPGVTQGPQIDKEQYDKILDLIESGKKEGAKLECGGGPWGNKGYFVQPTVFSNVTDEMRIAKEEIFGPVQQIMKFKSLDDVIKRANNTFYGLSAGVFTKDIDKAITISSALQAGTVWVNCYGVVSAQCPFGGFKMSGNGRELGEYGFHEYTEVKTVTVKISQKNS
Lamin A splicing: LMNA splicing modulation | HeLa LMNA splicing GFP/RFP minigene ratio, 48 h | 200,000 tested, 0.01% active | AID 1487 | Potency, µM (series often up to 46.1 µM), without a hit: at the top dose ratio change, negative = inhibition, actives largely listed as inhibitors; active means well fitted inhibition curve with a large enough effect in the signal ratio, with a control signal flat, not every such curve was filed as active; inconclusive means small, poorly fitted or top-dose-only effect, or effect the other way, or a change in a side signal; the % refers to the signal ratio; further: on the % scale 0 is the no-effect control and ±100 the full control effect
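Read-out is the ratio of GFP to DsRed2 object intensity, acquired by 488 nm laser-scanning cytometry on HeLa lamin A-EGFP minigene reporter cells. Compound incubation 48 hrs at 37 °C in Opti-MEM with 2% FBS; DMSO 0.5% final.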
SMN2 splice up: enhancers of SMN2 splice variant expression | Potency, µM (titrated, usually from 46.1 µM), without a hit: at the top dose activity change, positive = activation, most hits filed as activators | 210,000 tested, 2.8% active | AID 1458 | HEK293 SMN2-luciferase splicing reporter, luminescence, 30-36 h; further: % of control where 0% means no effect; nearly all actives have a fitted effect of over 55% in size
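qHTS luciferase splicing reporter: luminescence rises when SMN2 exon 7 is included in transfected HEK293 cells. Compound exposure lasted 30-36 h at 37C, with 4.5 mM final sodium butyrate as control, followed by a ONE-Glo read.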
L3MBTL1 block: blocks human L3MBTL1. Q9Y468. AlphaScreen L3MBTL1–H3K9me1 peptide binding. Potency, µM (titrated, usually from 57.1 µM), inactives show at the highest dose activity, negative = inhibition, hits mostly inhibitors. 230,000 tested, 0.66% active; further: on the % scale 0 is the no-effect control and ±100 the full control effect; nearly all actives have a fitted effect of over 60% in size
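AlphaScreen proximity signal between nickel-chelate acceptor and streptavidin donor beads (final 10 ug/mL) reports binding of 50 nM L3MBTL1 to 75 nM biotin-H3 K9me1 peptide; complex incubated with compounds 30 min at room temperature; cefsulodin titration as control.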
KinaseGlo FLuc: blocks Kinase-Glo luciferase, a counter-screen artifact | Kinase-Glo luciferase, ATP luminescence, 8 min | AID 1379 | 200,000 tested, 0.28% active | Potency, µM (series often up to 38.3 µM), without a hit: at the top dose activity change, negative = inhibition, most hits filed as inhibitors | Q27757; further: on the % scale 0 is the no-effect control and ±100 the full control effect; nearly all actives have a fitted effect of over 60% in size
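Recombinant Kinase-Glo luciferase, 10 uM ATP (linear range), luciferin; imidazole pH 7.2 / KCl / MgCl2 / Tween / BSA buffer; 8 min RT; luminescence.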
RECQ1 inh: RECQ1 (human) helicase inhibition; Potency, µM (series often up to 57.3 µM), for the others: at the top dose activity, negative = inhibition, actives largely listed as inhibitors; RECQ1 DNA unwinding, red fluorescence kinetic read; P46063; 240,000 tested, 0.54% active; AID 2549;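 further: plate controls were vehicle for no effect and no enzyme for full effect; nearly all actives have a fitted effect of over 30% in size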
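RECQ1T1 50 nM; forked duplex (20 bp + 30-nt ss tails) 200 nM, ATP 2 mM final; pH 8.0, 2 mM MgCl2, 2.5 ug/ml poly(dI-dC); 15 min compound preincubation; discontinuous kinetic read over 2 h at RT.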
The depositor's hits bear a star; i = inactive; u = inconclusive; x = no result given; & = joins results of further samples; [ ] = remark or other dose. Unless noted, the call rests on the fitted dose curve; in most records, active means well fitted curve in the direction sought with a large enough effect; inconclusive means small, poorly fitted or top-dose-only effect, or another doubt; inactive means no such curve, though single readings can be large; an effect the other way counts as inactive or inconclusive. Potency means the concentration at half of the fitted maximal effect.

nr	molecule	Tau ThT inhib	L3MBTL1 block	Lamin A splicing	KinaseGlo FLuc	SMN2 splice up	ALDH1A1 block	RECQ1 inh	JMJD2E inh
1	COc1cc(C)c(Cl)cc1S(=O)(=O)n1cnc(C)c1	-6%	x	-9%	2%	3%	4%	-7%	-8%
2	Cc1ccc(NC(=O)CSc2nc(=O)cc(N)n2CCc2ccccc2)cc1	-10%&7%	x	x	-1%	3%&4%	5%	i	-7%
3	Cc1cc(NC(=O)CCCn2cnc([N+](=O)[O-])n2)no1	5%	8%[11.4 µM]	-13%[46 µM]	1%	6%	7%	i	4%
4	CC(NC(=O)COc1ccc(/C=N/NC(=O)C(=O)Nc2ccccc2Br)cc1)c1ccccc1 (configuration not stated)	-5%	4%	-8%	-6%	-22%	u	8%	u
5	Cc1ccc2cc(CN(Cc3ccc4c(c3)OCO4)Cc3nnnn3Cc3ccco3)c(=O)[nH]c2c1	-13%	x	4%	0%	11%	14µM*	0%	u
6	O=C(COC(=O)c1cc2c(s1)CCCC2)NCc1ccccc1Cl	-6%	5%	-10%	2%	3%	4%	0%	4%
7	COc1cccc(/C=N/NC(=O)C(C)Sc2ccccc2)c1 (configuration not stated)	-9%	3%	4%[46 µM]	0%	x	u	-16%	-7%
8	O=c1c2cccnc2n(-c2ccccc2)n1Cc1ccc(Cl)cc1	-13%	75%[activator]	5%[9.22 µM]	-1%	-15%	u	3%	u
9	COc1ccc(CCNC(=O)CSc2ncn[nH]2)cc1	-6%	x	11%	-4%	-9%	2%	i	-3%
10	Cc1cccc(C)c1NC(=O)C1=C(O)c2ccccc2N(C)S1(=O)=O	-12%	2%	-9%	3%	3%	9%	-1%	1%
11	Cn1nnnc1SCC(=O)Nc1ccc(Br)cc1Cl	0%	8%	5%	0%	-28%	u	-1%	-6%
12	CCc1ccccc1NC(=O)Cn1nc(C(F)(F)F)c2c1CCC2	1%&0%	28%	13%	2%	-5%&-57%	2%	-5%	5%
13	C#CC(=O)N(c1cc(OC)ccc1OC)C(C(=O)NC1CCCC1)c1cccs1 (configuration not stated)	u	-4%	u	1%	-34%[inhibitor]	-8%	i	0%
14	CCOc1cc(NC(=S)NCCOC)c(OCC)cc1NC(=O)c1ccco1	-6%	-6%	-8%[46 µM]	-4%	6%	-4%	i	-16%
15	CN(C)C(=S)c1ccc2ccccc2n1	-6%	1%	u	-5%	-9%	8%	-9%	9%
16	CCOC(=O)CNC(=O)Nc1cc(C(C)(C)C)nn1-c1ccccc1	-15%	5%	-2%	-4%	11%	7%	-6%	11%
17	CCc1ccc(NC(=O)CSc2nnc(-c3n[nH]c4ccccc34)n2-c2ccccc2)cc1	11%	7%	6%	-2%	-15%	-3%	-3%	-9%
18	O=C(CSc1nnc(COc2cccc3ccccc23)o1)N1CCN(C(=O)c2ccco2)CC1	u	-6%	-3%	4%	-6%	-6%	-1%	-2%
19	CCN(Cc1ccccc1)C(c1ccc(Cl)cc1)c1nnnn1C(C)(C)C (configuration not stated)	-8%	0%	u	-3%	13%	-11%	-1%	12%
20	CCCCCn1c(CNC(=O)COC)nc2ccccc21	6%	2%	11%	-6%	-11%	6%	-12%	7%
21	COc1cccc(/C=C/C(=O)OCC(=O)NCC2CCCO2)c1 (configuration not stated)	1%	6%	9%	-1%	-3%	u	9%	u
22	CCN(CC)S(=O)(=O)c1ccc2c(c1)nc(CCC(=O)OCC(=O)N1CCc3ccccc31)n2C	-12%	-5%	8%	-2%	-9%	u	-10%	7%
23	Cc1ccsc1-c1nc(-c2ccccc2)c(-c2ccccc2)[nH]1	-1%	3%	3%	-4%	-9%	u	-1%	u
24	O=C(Cc1ccccc1)N/N=C/c1ccc2cccc(O)c2n1	u	3%	u	-1%	x	-12%	-8%	-1%
25	CCOC(=O)n1ccn(C)c1=S	-6%	x	u	-1%	-2%	-2%	-2%	-4%
26	CC1CC1C(=O)OCC(=O)NCc1ccccc1Cl (configuration not stated)	-14%	x	-12%	1%	19%	u	-4%	-1%
27	O=C1c2ccccc2C(=O)N1CCC(c1ccc(F)cc1)c1ccco1 (configuration not stated)	-15%	-4%	14%	1%	-31%	10µM*	-5%	1%
28	CCOc1ccc(Oc2c(/C=N/NC(=O)COc3ccccc3OC)c(C)nn2-c2ccccc2)cc1	-17%	-2%	u	4%	-33%[inhibitor]	u	i	0%
29	CC(C(=O)Nc1ccccn1)N1C(=O)C2C3C=CC(C3)C2C1=O (configuration not stated)	-20%	13%	-2%	x	x	25µM*	i	u
30	COc1ccc(NS(=O)(=O)c2ccc(N3CCOCC3)c(NC(=O)C(C)C)c2)cc1	0%	-1%	2%[46 µM]	7%	-67%[inhibitor]	8%	-12%	-3%
31	N#C/C(=C\c1ccc(OCc2ccccc2)cc1)C(=O)Nc1nc2c(s1)CCN(Cc1ccccc1)C2	u	-3%	-4%	8%	13%	u	-1%	-25%
32	CC(=O)NC1C(=O)N=C(SCC(=O)NC(C)c2ccccc2)NC1=O (configuration not stated)	-7%	4%	6%	0%	8%	u	0%	-3%
33	CC(C)NC(=S)N1CCN(Cc2ccc3c(c2)OCO3)CC1	-12%	-5%	10%[46 µM]	0%	-2%	22µM*	i	0%
34	Cc1cc(C)c2c(N)c(-c3nnc(SCc4ccc(Cl)cc4)n3C)sc2n1	u	12%	x	x	x	x	-4%	u
35	CCCOc1ccc(CCc2n[nH]c(=S)n2-c2ccccc2)cc1	-10%	-14%	9%[46 µM]	0%	-11%	u	7%	5%
36	CC(C)CN(CC(C)C)C(=O)CS(=O)(=O)Cc1ccccc1	-6%	-12%	0%	2%	4%	u	3%	-12%

Record cards, as listed above. Screens in order: Tau ThT inhib | L3MBTL1 block | Lamin A splicing | KinaseGlo FLuc | SMN2 splice up | ALDH1A1 block | RECQ1 inh | JMJD2E inh
CCOC(=O)n1ccn(C)c1=S is entered as -6% | x | u | -1% | -2% | -2% | -2% | -4%
CCOc1ccc(Oc2c(/C=N/NC(=O)COc3ccccc3OC)c(C)nn2-c2ccccc2)cc1 is entered as -17% | -2% | u | 4% | -33%[inhibitor] | u | i | 0%
CCCOc1ccc(CCc2n[nH]c(=S)n2-c2ccccc2)cc1 is entered as -10% | -14% | 9%[46 µM] | 0% | -11% | u | 7% | 5%

Four entries from above, ordered by the value under JMJD2E inh, smallest number first.
#	Compound	Tau ThT inhib	L3MBTL1 block	Lamin A splicing	SMN2 splice up	ALDH1A1 block	RECQ1 inh	JMJD2E inh
31	N#C/C(=C\c1ccc(OCc2ccccc2)cc1)C(=O)Nc1nc2c(s1)CCN(Cc1ccccc1)C2	u	-3%	-4%	13%	u	-1%	-25%
36	CC(C)CN(CC(C)C)C(=O)CS(=O)(=O)Cc1ccccc1	-6%	-12%	0%	4%	u	3%	-12%
30	COc1ccc(NS(=O)(=O)c2ccc(N3CCOCC3)c(NC(=O)C(C)C)c2)cc1	0%	-1%	2%[46 µM]	-67%[inhibitor]	8%	-12%	-3%
28	CCOc1ccc(Oc2c(/C=N/NC(=O)COc3ccccc3OC)c(C)nn2-c2ccccc2)cc1	-17%	-2%	u	-33%[inhibitor]	u	i	0%

More entries
nr	molecule	Tau ThT inhib	L3MBTL1 block	Lamin A splicing	KinaseGlo FLuc	SMN2 splice up	ALDH1A1 block	RECQ1 inh	JMJD2E inh
37	COc1ccc(C2C(C(=O)N3CCOCC3)=C(C)NC3=C2C(=O)CC(C)(C)C3)cc1O (configuration not stated)	2%	22%[11.4 µM]	4%	4%	x	-5%	0%	u
38	COC(=O)C1CCN(C(=O)Cc2ccccc2OC)CC1	-5%	-1%	5%[46 µM]	-4%	22%	5%	-7%	8%
39	CCCCN(C)Cc1c(C)[nH]c2ccc(C)cc2c1=O	-5%	12%	5%	9%	-5%	7%	-5%	0%
40	CN(C)S(=O)(=O)Oc1ccccc1C(=O)Nc1cccc(C(F)(F)F)c1	3%	0%	-11%	0%	-8%	6%	-5%	-4%
41	COc1ccc(-c2oc(NC(=O)CCl)c(C#N)c2-c2ccc(OC)cc2)cc1	25µM*	x	u	0%	-24%	2.5µM*	-15%	u
42	CCOC(=O)CSc1nnc(CNC(=O)c2ccc(S(=O)(=O)N(C)C)cc2)n1C	3%	0%	-8%[46 µM]	2%	1%	-1%	i	-22%
43	O=S1(=O)N=C2CCCCCN2C(c2ccc(Cl)cc2)N1 (configuration not stated)	15%	-13%	x	3%	-31%[inhibitor]	17%	-5%	9%
44	COc1ccc(/C=C/C(=O)OCC(=O)Nc2ccc(C)cc2)cc1S(=O)(=O)N1CCOCC1	4%	5%	4%	2%	15%	12%	i	5%
45	Cn1c(=O)c2c(c3ccccc31)OC(C)(C)CC2	3%	7%	u	-9%	x	14%	7%	1%
46	CCCNC(=O)NC1C(NC(=O)NCCC)N(C)C(=O)N1C (configuration not stated)	-7%	7%	-5%	2%	-3%	-2%	-1%	-1%
47	Cc1sc2nc(N3CCOCC3)[nH]c(=O)c2c1-c1ccccc1	-4%	-2%	4%	-1%	-20%	1%	-5%	2%
48	Cc1sc2ncnc(N3CCC(C(=O)Oc4cccc(Cl)c4Cl)CC3)c2c1C	u	-16%	u	-3%	7%	6%	u	-14%
49	CCc1cccc(CC)c1NC(=O)c1ccc(-n2cncn2)nc1	-5%	0%	9%[46 µM]	-2%	-10%	8%	i	2%
50	CCCCn1c(SCc2nc3ccccc3s2)nc2ccccc2c1=O	-12%	0%	1%	1%	-49%[inhibitor]	-5%	-6%	-1%
51	COc1ccc(NC(=S)N2CCC(c3nc4ccccc4[nH]3)CC2)c(OC)c1	9%	13%	8%	1%	-25%	u	3%	-8%
52	COc1cc(NC(=O)c2cc(CC(C)C)on2)c(OC)cc1Cl	u	4%	-7%	4%	-14%	u	i	0%
53	COCCNC(=O)CCCn1c(=O)c2cc(OC)c(OC)cc2n(CC(=O)Nc2ccc(C)c(F)c2)c1=O	2%	x	x	-1%	-36%[inhibitor]	u	i	u
54	COc1cc(/C=N/NC(=O)c2cc(C)n(-c3ccc(F)cc3)c2C)cc(OC)c1O	u	-14%	x	-1%	7%	u	2%	u
55	CCOC(=O)C(=CNNc1ccccc1)C(=O)OCC	u	0%	x	x	x	x	-5%	-11%

Screening data (PubChem)

Only part of the results is shown (hit frequency here may not be typical).
